RECQ1 helicase: inhibitors of human RECQ1 DNA helicase; P46063; RECQ1 DNA unwinding, red fluorescence kinetic read; Potency, µM (highest dose often 57.3 µM), without a hit: top-dose activity, negative = inhibition, actives largely listed as inhibitors; hit rate 0.54% among 240,000; AID 2549;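 note: plate controls were vehicle for no effect and no enzyme for full effect; nearly all actives have a fitted effect of over 30% in size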
Target sequence (P46063 whole entry, looked up): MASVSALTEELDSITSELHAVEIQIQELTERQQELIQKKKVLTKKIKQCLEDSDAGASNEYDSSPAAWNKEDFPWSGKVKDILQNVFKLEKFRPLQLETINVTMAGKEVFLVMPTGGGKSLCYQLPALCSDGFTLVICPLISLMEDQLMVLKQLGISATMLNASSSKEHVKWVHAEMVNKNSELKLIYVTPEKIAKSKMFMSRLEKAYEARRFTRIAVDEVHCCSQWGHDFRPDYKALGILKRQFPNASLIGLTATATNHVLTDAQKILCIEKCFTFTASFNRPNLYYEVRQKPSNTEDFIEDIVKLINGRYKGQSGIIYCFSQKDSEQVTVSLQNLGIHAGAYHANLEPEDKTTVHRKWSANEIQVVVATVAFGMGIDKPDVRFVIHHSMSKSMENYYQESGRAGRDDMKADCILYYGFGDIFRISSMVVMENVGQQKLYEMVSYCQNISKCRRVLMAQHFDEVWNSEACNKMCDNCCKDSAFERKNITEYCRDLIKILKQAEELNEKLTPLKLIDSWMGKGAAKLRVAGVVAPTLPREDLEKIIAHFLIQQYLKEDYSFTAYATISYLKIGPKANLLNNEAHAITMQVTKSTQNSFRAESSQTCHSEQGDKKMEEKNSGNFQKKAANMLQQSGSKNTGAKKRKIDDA
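50 nM RECQ1T1 preincubated 15 min with compound in Tris pH 8.0 buffer with MgCl2, DTT, Tween-20 and 2.5 ug/ml poly(dI-dC); started with 200 nM TAMRA/BHQ-2 forked duplex and 2 mM ATP. Unwinding read as fluorescence (525/598 nm), two reads 2 h apart.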
Tau fibril ThT: tau fibrillization inhibition (ThT binding) | P10636 | recombinant tau K18 P301L (four-repeat tau fragment), heparin-induced fibrillization, ThT fluorescence | Potency, µM (top dose mostly 57.4 µM), for inactives: at the highest dose activity, negative = inhibition, usual class: inhibitors | hit rate 2.1% among 270,000; note: nearly all actives have a fitted effect of over 55% in size
Target sequence (P10636 561-689 P618L limits assumed): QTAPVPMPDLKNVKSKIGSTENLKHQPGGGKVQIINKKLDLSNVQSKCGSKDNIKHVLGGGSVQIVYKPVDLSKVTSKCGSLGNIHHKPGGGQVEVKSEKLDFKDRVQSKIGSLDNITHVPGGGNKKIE
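Tau K18 P301L fragment (15 uM unlabeled plus 0.24 uM Alexa 594-labeled) in 100 mM sodium acetate pH 7 with compound, fibrillization induced by 20 uM heparin for 6 hr at 37 C. Thioflavin T (30 uM) added, fluorescence read after 1 hr (ex 450, em 510 nm).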
TR SRC2 fluor cs: Texas Red fluorescence interference in TRb-SRC2 counter-screen; TRb/SRC2 Texas Red total fluorescence interference; Potency, µM (highest dose often 106 µM), without a hit: top-dose fluorescence change, negative = quenching; hit rate 0.29% among 280,000; AID 1479; active = well fitted curve in either direction with a large enough effect; inconclusive = small, poorly fitted or top-dose-only effect
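Human TRb ligand-binding domain at 0.6 uM with 20 nM Texas Red SRC2 peptide in Tris buffer containing 1 uM T3 and 5% DMSO, incubated with compound 5 h at ambient temperature. Total fluorescence (555/632 nm) calculated as parallel + 2 × perpendicular.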
GoLoco inh red: RGS12 GoLoco-Gai1 interaction inhibition; P63096; Gai1:RGS12 GoLoco peptide FP, rhodamine, 10 min; Potency, µM (doses to about 61.6 µM), for the others: top-dose activity, negative = inhibition, hits mostly inhibitors; hit rate 0.44% among 230,000; AID 880; active = well fitted inhibition curve with a large enough effect, not every such curve was filed as active; inactive = no such curve, though single readings can be large or run the other way; note: nearly all actives have a fitted effect of over 30% in size; many of its hits are not listed in these tables
L3MBTL1 inh: L3MBTL1 (human) inhibition; hit rate 0.66% among 230,000; Q9Y468; Potency, µM (doses to about 57.1 µM), inactives show at the highest dose activity, negative = inhibition, most hits filed as inhibitors; AlphaScreen L3MBTL1–H3K9me1 peptide binding; note: nearly all actives have a fitted effect of over 60% in size
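First, the protein-peptide complex forms for 30 min at room temperature (L3MBTL1 50 nM, biotinylated H3K9me1 peptide 75 nM). Next, compounds are pin-transferred and incubated 30 min. Finally, AlphaScreen beads are added and read after 30 min.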
TRb-SRC2 inh: TRbeta-SRC2 interaction inhibition; P10828; TRbeta-SRC2 peptide binding, fluorescence polarization; receptor liganded with 1 µM T3; Potency, µM (top dose mostly 106 µM), inactives show at the top dose activity change, negative = inhibition, usual class: inhibitors; hit rate 0.065% among 280,000;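 note: plate controls were bound peptide for no effect and peptide without receptor for full effect; nearly all actives have a fitted effect of over 50% in size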
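Polarization signal, normalized between peptide-alone and full complex controls, measured compound effects on T3-liganded human TRb LBD (0.6 uM) binding 20 nM Texas Red SRC2 peptide after 5 hr.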
JMJD2E inh: blocks human JMJD2E demethylase activity; Potency, µM (highest dose often 57.1 µM), inactives show top-dose activity change, negative = inhibition, hits mostly inhibitors; AID 2147; hit rate 1.6% among 230,000; JMJD2E catalytic domain, FDH-coupled NADH fluorescence (FDH is formaldehyde dehydrogenase); active = well fitted inhibition curve with a large enough effect, not every such curve was filed as active; inconclusive = small, poorly fitted or top-dose-only effect, or another doubt; inactive = no such curve, though single readings can be large or run the other way;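 note: 0% = wells with enzyme and -100% = buffer wells without enzyme; nearly all actives have a fitted effect of over 50% in size; many of its hits are not listed in these tables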
Target sequence (B2RXH2 1-337 limits assumed): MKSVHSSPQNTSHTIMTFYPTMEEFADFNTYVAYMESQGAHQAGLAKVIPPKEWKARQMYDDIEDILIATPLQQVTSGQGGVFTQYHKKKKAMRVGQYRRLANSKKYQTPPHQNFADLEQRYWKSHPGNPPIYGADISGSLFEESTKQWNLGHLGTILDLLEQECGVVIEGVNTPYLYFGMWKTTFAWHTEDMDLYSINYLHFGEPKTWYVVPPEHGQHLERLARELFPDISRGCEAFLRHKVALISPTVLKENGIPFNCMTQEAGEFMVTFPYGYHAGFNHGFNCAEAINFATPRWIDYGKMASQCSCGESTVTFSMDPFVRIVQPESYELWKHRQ
Tau fibril FP: blocks human tau fibril formation measured by polarization | K18 P301L tau heparin fibrillization, Alexa594 FP, 6 h | Potency, µM (titrated, usually from 57.7 µM), for the others: at the top dose activity, negative = inhibition, most hits filed as inhibitors | P10636 | AID 1468 | hit rate 0.39% among 280,000; note: nearly all actives have a fitted effect of over 55% in size
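Recombinant K18 P301L […], labeled with Alexa 594 at 0.24 uM over 15 uM unlabeled; heparin inducer 20 uM final; 37 C, 6 hr; FP endpoint.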
* = called active by the depositor; & = joins results of further samples; [ ] = remark or other dose. Unless noted, calls come from the whole dose curve; as a rule, active = well fitted curve in the direction sought with a large enough effect; inconclusive = small, poorly fitted or top-dose-only effect, or another doubt; inactive = no such curve, though single readings can be large; an effect the other way counts as inactive or inconclusive. Unless noted, % is set by controls: 0 for no effect and ±100 for the full control effect; potency is the fitted concentration of half-maximal effect. Only part of the results is shown; the hit share may differ from the screen's.

What do the screens show for `Cc1nn(-c2ccccc2)c(C)c1C(=O)OCC(=O)N1c2ccccc2NC(=O)C1(C)C`?
RECQ1 helicase: -11%; Tau fibril ThT: -15%; TR SRC2 fluor cs: -1%; GoLoco inh red: -6%; TRb-SRC2 inh: -4%; JMJD2E inh: -4%; Tau fibril FP: -5%

What do the screens show for `COc1ccc(C(=O)C2CCCN(C(=O)c3cc(C(C)C)no3)C2)cc1F` (stereo unspecified)?
RECQ1 helicase: inactive; Tau fibril ThT: -1%; TR SRC2 fluor cs: -7%; GoLoco inh red: 4%; L3MBTL1 inh: 13%; TRb-SRC2 inh: -3%; JMJD2E inh: 0%; Tau fibril FP: -9%

How did C[C@@H]1/C=C\CC(=O)OC[C@H](C)C(=O)N[C@@H](Cc2ccccc2)C(=O)OC1 do in these assays?
RECQ1 helicase: inactive[11.5 µM]; Tau fibril ThT: -1%[11.5 µM]; TR SRC2 fluor cs: 3%[11.2 µM]; TRb-SRC2 inh: -1%[11.2 µM]; Tau fibril FP: inconclusive

How did O=C(CC1NCCNC1=O)Nc1ccc([N+](=O)[O-])cc1 (stereo unspecified) do in these assays?
RECQ1 helicase: inactive; Tau fibril ThT: 9%; TR SRC2 fluor cs: -7%; GoLoco inh red: 3%; L3MBTL1 inh: 5%; TRb-SRC2 inh: -6%; JMJD2E inh: 1%; Tau fibril FP: 7%

What do the screens show for `COc1ccccc1CN1C(=O)CN(C2CCCC2)C(=O)C1c1ccc(F)cc1` (stereo unspecified)?
RECQ1 helicase: -1%; Tau fibril ThT: -12%; TR SRC2 fluor cs: 0%; GoLoco inh red: 1%; L3MBTL1 inh: 1%; TRb-SRC2 inh: 2%; JMJD2E inh: -1%; Tau fibril FP: -8%

How did Cc1cc2ncn(CC(O)COC3CCCCC3)c2cc1C (stereo unspecified) do in these assays?
RECQ1 helicase: -15%; Tau fibril ThT: -9%; TR SRC2 fluor cs: -5%; GoLoco inh red: 0%; L3MBTL1 inh: 2%; TRb-SRC2 inh: -4%; JMJD2E inh: 4%; Tau fibril FP: 2%

What do the screens show for `CCC(Cc1ccccc1)NC(=O)Cn1nc(C)n2c(cc3occc32)c1=O` (stereo unspecified)?
Tau fibril ThT: 2%; TR SRC2 fluor cs: -1%; TRb-SRC2 inh: -3%; Tau fibril FP: inconclusive

Results for CCOC(=O)CCn1c(CC(=O)OCC)nc2ccccc21 ?
RECQ1 helicase: 5%; Tau fibril ThT: -3%; TR SRC2 fluor cs: 0%; GoLoco inh red: 8%; L3MBTL1 inh: 3%; TRb-SRC2 inh: 2%; JMJD2E inh: 1%; Tau fibril FP: -4%

What do the screens show for `CC(C)(C)c1cc(CN2CCN(CCO)CC2)cc(C(C)(C)C)c1O`?
RECQ1 helicase: 2%; Tau fibril ThT: 2%; TR SRC2 fluor cs: -2%; GoLoco inh red: -48%; L3MBTL1 inh: -12%; TRb-SRC2 inh: inconclusive; JMJD2E inh: 1%; Tau fibril FP: -1%

Results for C=CCNC(=O)CCNS(=O)(=O)c1ccc(Br)cc1 ?
RECQ1 helicase: inactive; Tau fibril ThT: -15%; TR SRC2 fluor cs: 5%; L3MBTL1 inh: 3%; TRb-SRC2 inh: 7%; JMJD2E inh: 1%; Tau fibril FP: -1%

What do the screens show for `O=C(CNC(=O)C12CC3CC(CC(C3)C1)C2)NC1=NCCS1`?
RECQ1 helicase: 4%; Tau fibril ThT: -13%; TR SRC2 fluor cs: -1%; GoLoco inh red: 4%; L3MBTL1 inh: 0%; TRb-SRC2 inh: 3%; JMJD2E inh: -21%; Tau fibril FP: 1%

What do the screens show for `Cc1cc(C)c(C#N)c(SCCS(=O)(=O)Cc2ccccc2)n1`?
RECQ1 helicase: -3%; Tau fibril ThT: -3%; TR SRC2 fluor cs: -2%; GoLoco inh red: -2%; L3MBTL1 inh: -6%[11.4 µM]; TRb-SRC2 inh: -10%; JMJD2E inh: -1%; Tau fibril FP: -3%

Results for Cc1cc(C)c2cc(C=O)c(Cl)nc2c1 ?
RECQ1 helicase: -11%; Tau fibril ThT: inconclusive; TR SRC2 fluor cs: -2%; GoLoco inh red: 10%; TRb-SRC2 inh: -5%; JMJD2E inh: inconclusive; Tau fibril FP: -3%

Results for COc1ccc(OC)c(NC(=O)CN2C(=O)COc3ccc(S(=O)(=O)NC4CCCC4)cc32)c1 ?
Tau fibril ThT: -5%; TR SRC2 fluor cs: -9%; TRb-SRC2 inh: 2%; Tau fibril FP: 2%

Results for CC(C)(C)N=C1C([N+](=O)[O-])=CC=C2C1=NC1(CCCCC1)N2O ?
RECQ1 helicase: 2%; Tau fibril ThT: -2%; TR SRC2 fluor cs: 2%; GoLoco inh red: -4%; L3MBTL1 inh: inconclusive; TRb-SRC2 inh: 5%; JMJD2E inh: -6%; Tau fibril FP: 1%

What do the screens show for `CCCCCCN(C(=O)CCCCCN1C(=O)NC(c2ccc(-c3ccccc3)cc2)C(C(=O)OCc2ccccc2)=C1C)C(C(=O)NCCCC)c1ccc(O)c(C(=O)OC)c1` (stereo unspecified)?
RECQ1 helicase: -1%; Tau fibril ThT: inconclusive; TR SRC2 fluor cs: -3%&5%; GoLoco inh red: 2%&0%; TRb-SRC2 inh: 3%&7%; JMJD2E inh: inconclusive; Tau fibril FP: -3%&1%

What do the screens show for `Cn1cc([N+](=O)[O-])c(C(=O)N/N=C/c2ccc([N+](=O)[O-])cc2)n1`?
RECQ1 helicase: -10%; Tau fibril ThT: -11%; TR SRC2 fluor cs: -2%; GoLoco inh red: 2%; L3MBTL1 inh: -4%; TRb-SRC2 inh: -12%; JMJD2E inh: -6%; Tau fibril FP: 12%

Results for CC1(C)CC(=O)c2cc(-c3nc(-c4ccccc4)cs3)c(=O)[nH]c2C1 ?
Tau fibril ThT: 4%; TR SRC2 fluor cs: -7%; TRb-SRC2 inh: 2%; Tau fibril FP: 0%

What do the screens show for `O=C(/C=C/c1ccc(F)cc1)NCc1cccs1`?
RECQ1 helicase: inconclusive; Tau fibril ThT: 0%; TR SRC2 fluor cs: 1%; GoLoco inh red: -1%; L3MBTL1 inh: 0%; TRb-SRC2 inh: 3%; JMJD2E inh: 7%; Tau fibril FP: -2%

What do the screens show for `Cc1ccc2c(c1)c(Sc1ccccc1)c(CC(=O)O)n2C`?
RECQ1 helicase: 0%; Tau fibril ThT: -10%; TR SRC2 fluor cs: -7%; GoLoco inh red: -1%; L3MBTL1 inh: 7%; TRb-SRC2 inh: -4%; JMJD2E inh: -6%; Tau fibril FP: 6%

Next section; it opens with the two that closed the last part.
What do the screens show for `O=C(/C=C/c1ccc(F)cc1)NCc1cccs1`?
RECQ1 helicase: inconclusive; Tau fibril ThT: 0%; TR SRC2 fluor cs: 1%; GoLoco inh red: -1%; L3MBTL1 inh: 0%; TRb-SRC2 inh: 3%; JMJD2E inh: 7%; Tau fibril FP: -2%

What do the screens show for `Cc1ccc2c(c1)c(Sc1ccccc1)c(CC(=O)O)n2C`?
RECQ1 helicase: 0%; Tau fibril ThT: -10%; TR SRC2 fluor cs: -7%; GoLoco inh red: -1%; L3MBTL1 inh: 7%; TRb-SRC2 inh: -4%; JMJD2E inh: -6%; Tau fibril FP: 6%

Results for CC(=O)c1c(C)oc2c(Br)cc(NS(=O)(=O)c3ccc(Br)cc3)cc12 ?
Tau fibril ThT: -4%; TR SRC2 fluor cs: -3%; TRb-SRC2 inh: -6%; Tau fibril FP: -6%

What do the screens show for `COC(=O)c1ccc(C(NC(=O)OCc2ccccc2)/C(C)=C/[C@@H](C)C(=O)NCCc2c[nH]c3ccc(OC)cc23)cc1` (stereo partly specified)?
RECQ1 helicase: -11%; Tau fibril ThT: -20%; TR SRC2 fluor cs: -6%; GoLoco inh red: 2%; TRb-SRC2 inh: 1%; JMJD2E inh: -20%; Tau fibril FP: 15%

What do the screens show for `NS(=O)(=O)c1ccc(N=Cc2c(O)c3ccccc3oc2=O)cc1`?
RECQ1 helicase: inactive; Tau fibril ThT: -4%; TR SRC2 fluor cs: 1%; GoLoco inh red: 21%; L3MBTL1 inh: 8%; TRb-SRC2 inh: -1%; JMJD2E inh: -27%; Tau fibril FP: 0%

What do the screens show for `Cn1nnnc1SCC(=O)N1CCN(Cc2ccccc2)CC1`?
RECQ1 helicase: -2%; Tau fibril ThT: -7%; TR SRC2 fluor cs: -1%; GoLoco inh red: 3%; L3MBTL1 inh: 5%; TRb-SRC2 inh: -12%; JMJD2E inh: -5%; Tau fibril FP: 3%

What do the screens show for `CCOc1cc(S(=O)(=O)NCCc2c(C)[nH]c3ccc(C)cc23)ccc1Br`?
Tau fibril ThT: inconclusive; TR SRC2 fluor cs: 3%; TRb-SRC2 inh: -1%; Tau fibril FP: 15%

How did CCc1ccc(NS(=O)(=O)c2ccc(OC)c(C)c2)cc1 do in these assays?
RECQ1 helicase: -13%; Tau fibril ThT: -8%; TR SRC2 fluor cs: 0%; GoLoco inh red: -6%; TRb-SRC2 inh: 2%; JMJD2E inh: -10%; Tau fibril FP: 12%

How did CN1CCN(C(=O)c2ccccc2NC(=O)C(C)(C)C)CC1 do in these assays?
RECQ1 helicase: -5%; Tau fibril ThT: -5%; TR SRC2 fluor cs: -2%; GoLoco inh red: 0%; L3MBTL1 inh: -4%; TRb-SRC2 inh: 1%; JMJD2E inh: -5%; Tau fibril FP: 7%

What do the screens show for `Cc1nccn1CC1CCC2C(C1=O)c1ccccc1N2C` (stereo unspecified)?
RECQ1 helicase: inactive; Tau fibril ThT: 0%; TR SRC2 fluor cs: -1%; GoLoco inh red: 15%; TRb-SRC2 inh: -5%; Tau fibril FP: 5%

What do the screens show for `Cc1cc(NC(=O)COC(=O)C2CCC(=O)N2)c([N+](=O)[O-])cc1C` (stereo unspecified)?
RECQ1 helicase: -1%; Tau fibril ThT: 2%; TR SRC2 fluor cs: -4%; GoLoco inh red: 1%; L3MBTL1 inh: -12%; TRb-SRC2 inh: 2%; JMJD2E inh: -3%; Tau fibril FP: -3%

How did Cc1ccn(CC(=O)N2N=C(C(F)F)CC2(O)C(F)F)n1 (stereo unspecified) do in these assays?
RECQ1 helicase: inactive; Tau fibril ThT: 1%; TR SRC2 fluor cs: 1%; GoLoco inh red: 6%; L3MBTL1 inh: 6%; TRb-SRC2 inh: -3%; JMJD2E inh: 1%; Tau fibril FP: -9%
